Assay outcomes (PubChem BioAssay)
TrxR1 substrate = qHTS Assay for Substrates of Mammalian Selenoprotein Thioredoxin Reductase 1 (TrxR1): qHTS; AID 588456, 2011; Thioredoxin reductase 1, cytoplasmic (Rattus norvegicus), O89049; hit rate 0.01% among 390,000; purified TrxR1 substrate turnover, NADPH consumption readout; Potency, µM (titrated, usually from 114 µM), inactives show at the highest dose activity change, negative = substrate turnover; note: nearly all actives have a fitted effect of over 50% in size
Target sequence (O89049 whole entry, looked up): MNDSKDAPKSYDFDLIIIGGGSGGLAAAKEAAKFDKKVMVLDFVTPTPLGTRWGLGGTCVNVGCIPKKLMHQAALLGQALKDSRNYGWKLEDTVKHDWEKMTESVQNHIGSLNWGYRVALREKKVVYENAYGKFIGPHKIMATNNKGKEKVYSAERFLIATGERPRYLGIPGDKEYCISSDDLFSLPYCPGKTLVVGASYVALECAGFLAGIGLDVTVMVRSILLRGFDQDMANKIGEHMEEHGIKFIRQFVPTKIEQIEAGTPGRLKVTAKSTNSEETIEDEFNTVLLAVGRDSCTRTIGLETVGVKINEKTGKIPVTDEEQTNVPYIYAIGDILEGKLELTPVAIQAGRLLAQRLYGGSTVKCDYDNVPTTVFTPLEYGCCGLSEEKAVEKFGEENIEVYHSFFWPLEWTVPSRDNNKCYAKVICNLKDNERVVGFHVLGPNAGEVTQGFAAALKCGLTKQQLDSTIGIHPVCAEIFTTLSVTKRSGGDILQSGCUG
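Rat TrxR1, dispensed at 90 nM, was prereduced with 400 uM NADPH (final) for 5 min at ~22 deg C, then incubated with compound 15 min before 400 uM selenite. A first-read NADPH fluorescence drop versus no-compound background flagged substrates.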
rTrxR1 inhibitor = qHTS Assay for Inhibitors of Mammalian Selenoprotein Thioredoxin Reductase 1 (TrxR1): qHTS; AID 588453, 2011; Potency, µM (series often up to 114 µM), for inactives: at the top dose activity change, negative = inhibition, usual class: inhibitors; hit rate 1% among 390,000; Thioredoxin reductase 1, cytoplasmic (Rattus norvegicus), O89049; recombinant rTrxR1, NADPH fluorescence consumption, selenite substrate; note: nearly all actives have a fitted effect of over 65% in size
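Rat TrxR1 (90 nM in the dispensed reagent) was pre-reduced with 400 uM NADPH for 5 min at room temperature, then incubated with compound for 15 min. After 400 uM selenite was added, NADPH fluorescence (Ex 340/Em 450 nm) was followed for 8 min.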
Vif-APOBEC3G blk = qHTS for Inhibitors of Vif-A3G Interactions: qHTS; Potency, µM (titrated, usually from 46.1 µM), without a hit: top-dose activity, negative = active, most hits filed as inhibitors; HeLa A3G-eYFP + Vif (tagged APOBEC3G with the HIV-1 protein that degrades it), YFP fluorescence, overnight; hit rate 0.076% among 410,000; AID 602310, 2012; DNA dC->dU-editing enzyme APOBEC-3G (Homo sapiens), Q9HC16;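 note: nearly all actives have a fitted effect of over 60% in size; hits raise eYFP signal because A3G escapes Vif-driven loss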
Target sequence (Q9HC16 whole entry, looked up): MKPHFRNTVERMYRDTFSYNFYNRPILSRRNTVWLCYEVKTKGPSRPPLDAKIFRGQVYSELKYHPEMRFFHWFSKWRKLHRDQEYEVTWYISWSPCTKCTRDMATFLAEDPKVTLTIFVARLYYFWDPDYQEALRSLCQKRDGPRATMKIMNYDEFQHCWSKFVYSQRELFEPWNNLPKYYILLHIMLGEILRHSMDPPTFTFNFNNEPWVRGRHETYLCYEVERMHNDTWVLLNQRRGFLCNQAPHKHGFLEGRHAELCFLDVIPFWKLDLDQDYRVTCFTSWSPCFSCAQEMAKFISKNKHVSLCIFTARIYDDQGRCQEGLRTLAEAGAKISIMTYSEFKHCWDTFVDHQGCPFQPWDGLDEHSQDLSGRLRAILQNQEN
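HeLa cells stably expressing Vif and C-terminally eYFP-tagged A3G, seeded overnight at 37 deg C, then exposed to compound by pintool overnight at 37 deg C. Rise in yellow fluorescence (Ex 488/Em 500-530, Acumen) marks blocked Vif-driven A3G degradation.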
Starred values were filed as active, the others as inactive; ? = inconclusive; [ ] = dose if it differs, or a comment. Calls come from the whole dose curve; as a rule, active = well fitted curve in the direction sought with a large enough effect; inconclusive = small, poorly fitted or top-dose-only effect, or another doubt; inactive = no such curve, though single readings can be large; an effect the other way counts as inactive or inconclusive. % is set by controls: 0 for no effect and ±100 for the full control effect; potency is the fitted concentration of half-maximal effect. Only part of the results is shown; count on the stated rates, not on these rows.

Below each SMILES – TrxR1 substrate | rTrxR1 inhibitor | Vif-APOBEC3G blk
ClC/C=C/C[n+]1ccccc1Cl
 : -8% | -29% | 3%
Ic1ccc(Nc2nc(NCCN3CCOCC3)nc(N3CCCC3)n2)cc1
 : -6% | -9% | -2%
CCC[N+](C)(C)c1ccc(/C=C/c2ccnc3ccccc23)cc1
 : -11% | -25% | 9%
[O-][N+](=NC1C=Cc2ccccc21)C1C=Cc2ccccc21 (configuration not stated)
 : -4% | 15%[0.0914 µM] | 4%
CCCCCCCCN(CCCCCCCC)c1ccc(/C=C/c2ccnc3ccccc23)cc1
 : 6% | 3% | -1%
CCN(CC)/[N+]([O-])=N/Oc1ccc([N+](=O)[O-])cc1[N+](=O)[O-]
 : -11% | 14µM* | -1%
C[N+]1(CC(=O)c2ccc3c(c2)CCCC3)CCOCC1
 : -2% | -10% | 1%
Cn1c(SCCOc2ccccc2)nnc1-c1ccc(NC(=O)CCc2ccccc2)cc1
 : -7% | -13% | 2%
Cc1cccc(C)c1NC(=O)c1nc(S(=O)(=O)Cc2ccccc2F)ncc1Cl
 : 9% | 4.5µM* | -9%
COc1cc2nc(N3CCCN(C)CC3)nc(OC3CCN(C)CC3)c2cc1OC
 : 119%[activator] | -24% | 2%
Cc1sc2ccccc2[n+]1Cc1ccccc1
 : 7% | 2% | -2%
C=C1NN(C(C)C(=O)O)C(=O)N1c1ccc(OCc2ccccc2)cc1 (configuration not stated)
 : 7% | 32% | 1%
Cc1cc(C)c2c(C)ccnc2c1
 : 51%[activator] | 20% | -5%
CCOC(=O)C1=C(C)NC2=C(C(=O)C(C(=O)OCC)C(c3ccco3)C2)C1c1ccccc1C (configuration not stated)
 : 37%[activator] | 22% | -2%
Cc1ccc2nc(CS)[nH]c2c1
 : 4%[0.0914 µM] | 8% | 0%
CN(C)/C=C1\C=Cc2ccccc21
 : -5% | 2.2µM* | -3%
C#CCN(C1CCCC1)S(=O)(=O)C=C
 : 2% | ? | -21%
N#Cc1ccc[n+](CC(=O)c2ccc(O)c(O)c2)c1
 : -13% | ? | 2%
CNC(=O)COc1ccccc1C(=O)Nc1ccccc1
 : 7% | 9% | 1%
Cc1cc(Br)ccc1NC(=O)COC(=O)c1ccccc1OCC(N)=O
 : 5% | 11% | 3%
O=[N+]([O-])c1ccc(/C=C/c2ccc3cccnc3c2)cc1
 : -5% | 5% | -3%
COC(=O)C1[C@H]2SC(C)(C)C(C(=O)OC)N2C(=O)N1Cc1ccccc1 (some centres not stated)
 : -3% | 16% | -1%
COc1cccc(/C=C/c2ccc3ccccc3[n+]2C)c1OC
 : 118%[activator] | 22% | -12%
C=CCn1c(SCC(=O)NCc2ccco2)nnc1-c1cccc(N(C)C)c1
 : 1% | -7% | 2%
COc1ccc(C(=O)C[n+]2cccc3cccc(O)c32)cc1
 : 1% | 19% | 4%
CCOCCCNC(=O)c1c(NC(=O)c2nc(SCC)ncc2Cl)sc2c1CCCC2
 : -4% | 15%[0.0914 µM] | -1%
CN(C)c1ccc(/C=C2\C=Cc3ccccc32)cc1N
 : 3% | -2% | -18%
O=C(C[n+]1ccccc1Cl)c1ccc2ccccc2c1
 : 13% | -5% | 4%
Clc1ccc2c(ccc[n+]2CCC2CCCCC2)c1
 : 2% | 11% | 2%
COC(=O)C1=C(C(=O)OC)[C@]2([C@@H]3C/C=C\CN[C@@H](Cc4ccccc4)C(=O)N3Cc3ccccc3)C=C[C@H]1O2
 : 1% | 15% | -4%

(list continues)
Below each SMILES – TrxR1 substrate | rTrxR1 inhibitor | Vif-APOBEC3G blk
COc1ccc(OC)c2c(C)ccnc12
 : 4% | 12% | -4%
C=C[C@@]1(C)C[C@H](OC(=O)CSC(C)(C)CNC(=O)[C@@H](N)C(C)C)[C@@]2(C)C(C)CC[C@@]3(CCC(=O)[C@@H]32)[C@H](C)[C@H]1O (some centres not stated)
 : 10%[0.0914 µM] | 2% | 4%
COc1cc2c(NC3CCN(C(C)C)CC3)nc(N3CCCN(C)CC3)nc2cc1OCCOCCN(C)C
 : 75%[activator] | ? | 1%
COc1ccc(OC)c(/C=C/c2ccccc2)c1
 : 189%[activator] | 117%[activator] | -4%
COc1ccc(Cl)c(Cn2cnc3c(cnn3C(C)(C)C)c2=O)c1F
 : 5% | 3% | -1%
Cc1cc(C)c2ccccc2n1
 : 5% | 7% | 1%
Cc1ccccc1CN1Cc2cccc3c2[C@H](C=CC3)CC1=O
 : 5% | 4% | 2%
O=[N+]([O-])c1ccc2c(c1)/C(=C/c1ccc(C=S)cc1)C=C2
 : -4% | ? | -6%
OC[C@H](S)CS
 : 4% | 107%[activator] | -24%
C=CCNC(=O)c1cnn2c1NC(=C)C=C2C
 : 99%[activator] | 30% | -1%
O=C(C[N+]1(CCO)CCOCC1)c1ccc(F)c2ccccc12
 : 11%[0.0914 µM] | 2% | -2%
Oc1cccc2c(CC(O)c3c[nH]c4ccccc34)ccnc12 (configuration not stated)
 : -8% | -18% | -1%
C1=Cc2ccccc2/C1=C\c1ccc(/C=C2\C=Cc3ccccc32)cc1
 : -4% | -4% | -1%
O=[N+]([O-])c1ccc(O/N=[N+](\[O-])N2CCCC2)c([N+](=O)[O-])c1
 : -7% | 18µM* | -15%
Cc1cc[n+](C)c2ccccc12
 : 4% | 8% | 3%
NC(CS)C(=O)O (configuration not stated)
 : 5% | 43%[activator] | -1%
Cc1[nH]c2ccccc2c1/C=C/c1nccc2ccccc12
 : 0% | -13% | ?
Cc1sc2ccccc2[n+]1CCC[n+]1c(C)sc2ccccc21
 : -5% | 222%[activator] | -1%
CCOc1ccc(/C=C/c2ccc3ccccc3n2)cc1OCC
 : -8% | -15% | ?
Cc1cccc(Cn2cnc3c(cnn3C(C)(C)C)c2=O)c1F
 : -8% | -1% | 0%
COc1cc2c(NC3CCN(C)CC3)nc(N3CCN(C)CC3)nc2cc1OCCCN(C)C
 : 67%[activator] | -34% | 0%
Cc1c(F)cccc1Cn1cnc2c(cnn2C(C)(C)C)c1=O
 : -8% | 3% | 0%
O=C(Nc1nccs1)[C@@H]1CC=C[C@@H]2CCN(C3CCCCC3)C(=O)[C@@H]21
 : -3% | ? | 1%
O=C(COc1ccccc1C(=O)Nc1cccc([N+](=O)[O-])c1)Nc1ccc(Br)cc1
 : 5% | 36%[activator] | 3%
O=C(C[n+]1cccc2cc(Cl)ccc21)c1cccc([N+](=O)[O-])c1
 : -8% | -1% | -15%
Cc1ccnc2ncccc12
 : -19% | ? | -11%
O=C(CCl)c1ccc2c(c1)CCCC2
 : 3% | ? | -19%
COc1ccc(OC)c(NC(=O)c2nc(S(=O)(=O)Cc3ccccc3F)ncc2Cl)c1
 : 14% | ? | 0%
OCc1ccccc1
 : 8% | 6% | 3%
C[N+]1(CC(=O)c2ccc3ccccc3c2)CCOCC1
 : 20% | 21% | 3%

(listing goes on)
Below each SMILES – TrxR1 substrate | rTrxR1 inhibitor | Vif-APOBEC3G blk
NC(=O)COc1ccccc1C(=O)Nc1ccccc1
 : 3% | 6% | 1%
COc1cc(C=O)cc(OC)c1[N+](=O)[O-]
 : 5% | 8% | -6%
CC1=C(C(=O)OCc2ccc3nsnc3c2)N2C(=O)[C@@H](NC(=O)OCc3ccc4nsnc4c3)[C@H]2SC1
 : 4% | ? | 0%
NCCSc1nc2ccccc2s1
 : -6% | 23% | -1%
C(=Nc1ccc2ccccc2n1)c1cccnc1
 : 12% | 6%[0.0914 µM] | 0%
O=Cc1ccc(/C=C2/C=Cc3ccccc32)cc1
 : 0% | 0% | -1%
Cc1ccc2nc(-c3ccc(C)c(NC(=O)COc4ccc(Cl)cc4)c3)oc2c1
 : 6% | 4% | 2%
COc1c([N+](=O)[O-])ccc(N)c1N
 : -11% | 4% | -1%
CN(C)c1ccc(/C=C/c2ccnc3c(Cl)ccc(Cl)c23)cc1
 : -8% | -8% | 3.5µM*
O=c1cc(O)c2c([nH]1)CCC2
 : 6%[0.0914 µM] | 23% | -2%
CN(C)CCCNc1nccc(N2CCN(C)CC2)n1
 : -2% | -6% | 4%
O=C(C[n+]1ccccc1Cl)c1ccc(I)cc1
 : -1% | -7% | 1%
Nc1ccc(/C=C/c2cccc3cccnc23)cc1
 : -6% | 10% | -10%
COc1ccccc1C(=O)OCC(=O)Nc1ccc(N2CCCCC2)cc1
 : 6% | 19% | 1%
CN(C)c1ccc(/C=[N+]2\C(=O)CC(=O)NC2=O)cc1
 : 7% | -6% | 1%
COc1cc2c(cc1OC)C(c1cc(-c3cc(Cl)ccc3Cl)oc1C)=NCC2
 : 7% | -7% | -1%
Brc1cccc[n+]1Cc1ccccc1C[n+]1ccccc1Br
 : 0% | -26% | 6%
OC(C[n+]1ccccc1Cl)c1ccccc1 (configuration not stated)
 : 3%[0.0914 µM] | 3%[0.0914 µM] | -3%
CC(=O)Nc1ccc(S(=O)(=O)O)c2cc(S(=O)(=O)O)c(N=Nc3ccc(N=Nc4ccc(S(=O)(=O)O)cc4)c4ccc(S(=O)(=O)O)cc34)c(O)c12
 : -17% | -21% | -1%
CCCCc1c(C)[nH]c2c(OC)cccc2c1=S
 : 23% | -23% | -4%
Cc1[nH]c2ccccc2c1/C=C/c1cnc2ccccc2n1
 : 5% | -11% | ?
O=c1c2ccccc2oc2ccc(-c3ccoc3)cc12
 : 14% | ? | ?
Cc1cnc(C)cn1
 : 11%[0.0914 µM] | 0% | 3%
CN(C)c1ccc(/C=C2\CCc3ccccc32)cc1
 : 13% | 0% | 1%
COc1cc2c(NC3CCN(C)CC3)nc(N3CCCCC3)nc2cc1OCCOCCN1CCCC1
 : 94%[activator] | -27% | 4%
Cc1ccc2oc(-c3ccc(NC(=O)COc4ccccc4)cc3O)nc2c1
 : 238%[activator] | 65%[activator] | 1%
S=c1nc[nH]c2n[nH]nc12
 : -3% | -5% | -13%
Cc1csc[n+]1CCC1CCCCC1
 : 10% | 35% | 1%
CN(C)c1ccc(/C=C2\CCc3cc(N)ccc32)cc1
 : -9% | -8% | 1%
COc1cccc(/C=C/c2ccnc3ccccc23)c1OC
 : 13% | 19% | -8%

(listing goes on)
Below each SMILES – TrxR1 substrate | rTrxR1 inhibitor | Vif-APOBEC3G blk
COc1ccccc1/C=C/c1ccc2ccccc2n1
 : 36%[activator] | 20% | -6%
COc1ccc(/C=C/c2ccccn2)cc1
 : -9% | -21% | 3%
c1nc(SSc2ncc3n[nH]nc3n2)nc2n[nH]nc12
 : -24% | ? | -2%
CC(=O)C[n+]1cccc(Br)c1
 : 9%[0.0914 µM] | 11% | 6%
CN(C)c1ccc(/C=C/N2C=CCc3c2ccc2ccccc32)cc1
 : 3% | -10% | 9%
Cc1ccc2c(C(=O)CNC3=NCCS3)c(C)[nH]c2c1
 : -1% | 14% | 2%
CCOC(=O)N(C(=O)c1ccccc1)c1ccccc1
 : 1% | 10% | -2%
CC/C(=C\c1ccc(C(=O)OC)cc1)c1cc(OC)cc2oc3ccccc3c12
 : 129%[activator] | 74%[activator] | -3%
O=C(C[n+]1cccc2cc(Cl)ccc21)c1ccc2c(c1)CCCC2
 : 12%[0.0914 µM] | 18% | 1%
Cc1csc(NCC(=O)c2c[nH]c3ccccc23)n1
 : 3% | 12% | -3%
COc1cccc2nccc(/C=C/c3ccc(N(C)C)cc3)c12
 : -11% | -6% | ?
CCN(Cc1ccccc1)c1ccc(/C=C/c2nccc3ccccc23)cc1
 : -2% | 12%[0.0914 µM] | ?
C(=C\c1nccc2ccccc12)/c1ccc(N2CCOCC2)cc1
 : -2% | 1% | -19%
CC(C)(C)n1ncc2c(=O)n(Cc3ccc(F)cc3F)cnc21
 : -4% | 10% | -3%
Cc1cc(=O)[nH]c2ccc(O)cc12
 : 34%[activator] | 1% | -4%
C[N+](C)(CCCCCI)c1ccc(/C=C/c2nc3ccccc3s2)cc1
 : -10% | -26% | 4%
Cc1cc(Cl)nc2ccccc12
 : 4% | 14%[0.0914 µM] | 2%
Cc1ccc(NC(=O)c2nc(SCc3ccccc3F)ncc2Cl)cc1
 : -2% | 9% | 1%
Nc1ccc[n+](CC(=O)c2ccc(F)cc2)c1
 : -10% | -10% | ?
O=[N+]([O-])c1ccc(O/N=[N+](\[O-])N2CCN(c3ccccc3)CC2)c([N+](=O)[O-])c1
 : -7% | 32µM* | ?
CC(C)(C)c1ccc(C(=O)C[n+]2ccc(Cl)c3ccc(Cl)cc32)cc1
 : 8% | 6% | -30%
Cc1cc(C)c2c(n1)NCCC2
 : 82%[activator] | 13% | 2%
O=C(Nc1ccc(Br)cc1Cl)c1cnn2c1NC(=C1CC1)C=C2C(F)F
 : 3% | 12% | 1%
